Bioassay records (PubChem)
Rtt109 HAT inh = C. albicans Rtt109 histone acetyltransferase inhibition. inhibition, % at 34.9 µM. Q5AAJ8. purified Rtt109/Vps75, ThioGlo CoA-SH fluorescence, 4 h. hit rate 0.16% among 330,000;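 active = inhibition of at least 50% in every replicate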
NSD2 HMT inh = inhibitors of human histone methyltransferase NSD2. AID 743445. O96028. inhibition, % at 12.5 µM. NSD2 peptide methylation, AlphaScreen, 120 min. hit rate 0.54% among 310,000; in the data active = inhibition above about 50%
Keap1 Nrf2 FP = inhibitors of human Keap1-Nrf2 protein-protein interaction. Keap1 Kelch-Nrf2 peptide fluorescence polarization, 1536-well. inhibition, % at 9.4 µM. hit rate 0.15% among 340,000; in the data active = inhibition above about 12%;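 also: human Keap1 Kelch domain with fluorescein labeled Nrf2 9mer peptide probe; 0% = neutral control wells and 100% = peptide positive control; higher means more block of Keap1 binding to Nrf2 peptide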
dFosB activator = enhances mouse delta FosB homodimer DNA binding | P13346 | purified delta FosB, TAMRA-CDK5 oligo fluorescence polarization; percent of positive-control signal above neutral wells | activation, % at 25 µM | hit rate 0.99% among 340,000;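 active = mean activation above about 17%, with every replicate also reaching it, limit read from the data, passing the limit was not always enough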;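 also: fluorescence polarization rise as delta FosB binds a TAMRA Cdk5 AP-1 oligo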
Target sequence (P13346 whole entry, looked up): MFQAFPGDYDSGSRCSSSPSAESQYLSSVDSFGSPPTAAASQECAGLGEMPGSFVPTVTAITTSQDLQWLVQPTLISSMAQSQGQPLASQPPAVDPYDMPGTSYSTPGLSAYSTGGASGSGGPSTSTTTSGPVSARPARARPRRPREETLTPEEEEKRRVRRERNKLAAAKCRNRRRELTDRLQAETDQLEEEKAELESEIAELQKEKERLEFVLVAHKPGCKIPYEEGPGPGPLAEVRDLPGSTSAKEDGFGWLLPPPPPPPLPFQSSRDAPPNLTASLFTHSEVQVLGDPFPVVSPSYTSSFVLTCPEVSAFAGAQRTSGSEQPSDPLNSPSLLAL
RTF Ca sens inh = cardiac RTF calcium desensitization | P19429+P45379 | IANBD-labeled cardiac RTF, Ca2+ fluorescence | inhibition, % at 7.15 µM | hit rate 0.12% among 340,000;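 active = inhibition above the mean inhibition of all tested compounds plus 3 SD, cut at about 17% in these data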;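 also: assay run at fixed EC70 calcium of 1.6 mM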
PfHsp90 set2 = inhibits growth of yeast expressing Plasmodium falciparum Hsp90 | S. cerevisiae expressing PfHsp90, BacTiter-Glo ATP, 48 h; yeast lacking PDR1 and PDR3 efflux regulators | inhibition, % at 9.4 µM | hit rate 0.32% among 310,000;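 active = every replicate shows inhibition above about 80%, whatever the replicate mean, limit read from the data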;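 also: 0% = DMSO neutral controls and 100% = 20 µM radicicol positive controls; yeast relying on Plasmodium falciparum Hsp90 in place of its own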
RTF Ca sens act = cardiac RTF calcium sensitization. IANBD-labeled TnC RTF fluorescence at EC20 calcium; 0% EC20 calcium, 100% full calcium. activation, % at 7.2 µM. hit rate 0.24% among 340,000. AID 493008;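 active = activation above the mean over all tested compounds plus 3 SD, cut at about 30% in these data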;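 also: rise in fluorescence read as greater calcium sensitivity of cardiac thin filaments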
C-LANA FP = KSHV C-LANA DNA binding inhibition; MBP-C-LANA/FAM-LBS DNA binding, fluorescence polarization; inhibition, % at 9 µM; hit rate 0.078% among 340,000; AID 504423;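 active = highest replicate inhibition at or above 60% at 9 µM, even if other replicates fall short; inactive = all replicates below 60% inhibition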;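 also: 0% = neutral control wells and 100% = 4 µM acridine orange control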
CDK5 p35 inh = blocks human CDK5/p35 kinase activity | hit rate 0.01% among 330,000 | AID 488839 | inhibition, % at 10 µM | Q00535+Q15078 | Recombinant CDK5/p35, ADP-Glo luminescence, 60 min;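 active = highest replicate inhibition of at least 50% and at least 75% of replicates reaching 50%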;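 also: plate controls were DMSO neutral control for no effect and GW8510 at 10 µM for full effect; many of its hits are not listed in these tables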
Target sequence (Q00535 whole entry, looked up): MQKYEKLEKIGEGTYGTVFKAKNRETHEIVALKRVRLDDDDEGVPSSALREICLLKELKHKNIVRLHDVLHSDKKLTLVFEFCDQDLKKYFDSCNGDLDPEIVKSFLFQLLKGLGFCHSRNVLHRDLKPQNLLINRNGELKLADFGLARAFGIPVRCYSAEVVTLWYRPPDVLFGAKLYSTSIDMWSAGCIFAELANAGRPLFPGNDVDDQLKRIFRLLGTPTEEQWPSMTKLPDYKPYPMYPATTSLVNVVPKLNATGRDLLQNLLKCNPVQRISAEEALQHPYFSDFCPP
Target sequence (Q15078 whole entry, looked up): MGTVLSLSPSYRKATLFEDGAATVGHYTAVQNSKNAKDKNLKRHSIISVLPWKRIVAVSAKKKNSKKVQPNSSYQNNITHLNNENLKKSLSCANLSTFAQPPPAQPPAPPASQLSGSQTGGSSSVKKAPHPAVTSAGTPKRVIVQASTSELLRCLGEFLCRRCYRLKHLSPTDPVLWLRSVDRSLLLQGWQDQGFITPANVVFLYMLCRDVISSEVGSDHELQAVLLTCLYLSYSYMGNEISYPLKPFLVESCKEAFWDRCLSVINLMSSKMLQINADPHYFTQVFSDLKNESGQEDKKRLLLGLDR
SUMO Mot1 rescue = SUMOylation pathway inhibition by Mot1-301 growth rescue; S. cerevisiae Mot1-301 growth rescue, ATP luminescence, 38.5C; percent above DMSO median, 100 means doubled; growth rescue, % at 18.8 µM; hit rate 1% among 320,000; AID 2716;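 active = every valid replicate shows activation above 250% relative to neutral control wells; inactive = the rest, any valid replicate at or below 250%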;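 also: OY570 slx delta 5 strain wells were the positive control but not used for scaling; some compounds called inactive have numbers as strong as hits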
PvdQ inh = blocks Pseudomonas aeruginosa PvdQ acylase activity | inhibition, % at 10 µM | hit rate 0.063% among 340,000 | AID 488965 | purified PvdQ acylase, fluorescence plate reader; in the data active = inhibition above about 30%, passing the limit was not always enough;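 also: 0% = vehicle neutral wells and 100% = reference inhibitor wells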
* marks the source's active call; other numbers are inactive results; x = not tested or not shown. Rows were taken by chance. Share with any hit: about 3.2%.

SMILES	Rtt109 HAT inh	NSD2 HMT inh	Keap1 Nrf2 FP	dFosB activator	RTF Ca sens inh	PfHsp90 set2	RTF Ca sens act	C-LANA FP	CDK5 p35 inh	SUMO Mot1 rescue	PvdQ inh
CCC(C)(C)NC(=O)C(c1ccc(F)cc1)N(Cc1cccs1)C(=O)c1cnccn1 (centres undefined)	8.3	-5.1	-3.1	-11.2	-1.5	11.2	8.8	-0.3	0.0	-9.3	3.8
Cc1ccccc1C1NC(=O)c2ccccc2O1 (centres undefined)	0.5	-3.0	2.3	-4.1	1.9	3.8	-4.1	0.6	5.7	35.7	3.4
COC(=O)c1nnn(-c2nonc2N)c1CN1CCCC1	3.1	-0.6	4.5	-4.9	-6.2	-5.0	1.2	2.1	0.2	0.8	2.2
O=C(O)c1ccc(N2CCN(C(c3ccccc3)c3ccccc3)CC2)c([N+](=O)[O-])c1	1.9	11.2	1.1	-1.7	1.7	57.5	-0.3	1.7	1.9	-16.9	12.6
CCN(CC)S(=O)(=O)c1ccc(O)c(C(=O)OCC(=O)N2c3ccccc3CC2C)c1 (centres undefined)	-5.0	-5.2	-2.4	-3.7	-8.0	7.9	4.5	0.5	-0.4	5.9	-5.0
CC(C)(C)C(=O)NCCc1nc2ccccc2n1CC(=O)c1ccc(Cl)cc1	2.9	x	-3.8	-11.0	0.4	-35.2	6.2	-0.6	-4.4	-13.2	-4.3
CC1(C)Cc2ccccc2C2CC(O)C(=O)N21 (centres undefined)	-2.6	1.2	-9.4	-2.8	1.0	11.8	0.1	-0.5	2.0	15.1	5.1
CCN(C(=O)CSc1ccc2ccccc2n1)C1CCS(=O)(=O)C1 (centres undefined)	-1.8	-0.7	-2.4	-1.8	-4.0	-7.9	2.6	-2.8	-1.0	-1.7	-15.1
Cn1cnnc1Sc1ccc(C(=O)NCCC23CC4CC(CC(C4)C2)C3)cc1[N+](=O)[O-]	4.7	-0.7	-1.4	-10.6	-0.3	-20.5	-2.7	-2.3	-0.4	-3.1	-3.0
COc1cc2c(cc1OC)CN(C(=O)CSc1nnc(C)s1)CC2	-9.5	0.3	2.2	2.4	4.3	10.8	-7.7	0.4	0.7	283.6	2.1
CCN1CCN(C(c2cccc(OC)c2OC)c2nnnn2Cc2ccco2)CC1 (centres undefined)	3.0	-4.9	4.7	1.3	-11.6	1.2	-1.9	-0.2	1.2	-4.9	0.3
COc1ccc(OCC(NS(=O)(=O)c2ccc(-n3cnnn3)cc2)C(C)C)cc1 (centres undefined)	15.8	-0.7	1.3	-3.1	-3.1	10.7	-6.5	-0.7	-1.0	7.1	-0.9
CCOc1ccc(S(=O)(=O)NCCC(=O)NCc2ccncc2)cc1	-5.9	x	-5.1	2.3	5.9	x	6.4	-0.9	0.8	-1.3	-11.9
O=C(O)CCCc1c(-[n+]2ccccc2)[nH]c2ccccc12	-9.9	-2.1	-1.2	0.9	-4.8	1.7	1.8	-0.5	-3.5	-2.8	-4.8
CCC1CCCCN1Cc1ccc(OC)c(OC)c1 (centres undefined)	20.3	1.8	1.0	0.7	-2.8	-1.5	3.0	-1.0	0.6	0.7	-4.5
O=C(CSc1nncs1)NC(=O)NCc1ccccc1	-1.7	-2.7	-3.3	-1.5	4.9	-20.1	0.3	0.6	-2.4	123.8	-1.3
O=C(CO/N=C/c1ccc(Cl)cc1Cl)NNC(=O)c1cccc(Cl)c1	-2.4	-0.4	-1.0	-1.3	-4.4	-10.8	2.0	0.0	0.3	-1.7	-2.1
CCOc1ccccc1/C=N/n1c(COc2ccccc2)n[nH]c1=S	4.4	2.6	-2.9	-8.8	-3.8	-16.7	-8.8	-0.3	0.8	-16.9	10.4
O=C(CSc1nc2ccccc2c(=O)n1CCCO)NCc1ccccc1	x	0.2	1.5	-3.7	1.7	5.1	2.3	0.0	-0.7	16.5	-0.3
CC1Oc2ccccc2C=C1/C=N/NC(=O)c1ccccc1O (centres undefined)	-2.3	-1.8	-2.5	-4.3	-6.9	-4.5	2.0	0.1	2.5	30.0	-14.9
CC(=O)Nc1ccc(/C=C/c2ccc3cccc([N+](=O)[O-])c3n2)cc1	2.1	0.7	1.4	11.9	-7.3	-65.7	-2.4	0.0	-0.9	5.7	-4.1
Fc1ccccc1N1CCN(Cc2cc(-c3ccccc3)on2)CC1	15.9	-0.4	-2.6	-0.9	-3.4	-3.1	3.9	0.8	-2.3	-15.8	2.3
CCOC(=O)C1=C(O)CSC1=Nc1cccc2ccccc12	-8.3	-2.1	-3.7	4.3	5.2	-8.4	-5.9	-0.4	0.3	-10.3	12.5
c1ccc(-c2nc(NCC3CCCO3)c3oc4ccccc4c3n2)cc1 (centres undefined)	7.6	-0.6	6.3	-21.0	0.1	25.6	3.6	-1.6	-0.2	11.6	5.4
Cc1ccc(S(=O)(=O)Nc2ccc(NC(=O)c3ccc(F)cc3)cc2)cc1	-4.9	0.7	1.9	6.0	-1.4	-6.5	2.6	-2.2	-2.0	-17.6	-0.2
Cc1ccc(Nc2nc3ccccc3c(=O)[nH]2)cc1C	4.3	-7.6	-2.9	1.7	-11.7	6.1	12.4	-1.3	0.7	232.1	-7.2
CC(C)Cn1c2c(c(O)c(C(=O)Nn3c(Cc4ccccc4)nc4ccccc4c3=O)c1=O)CCCC2	12.5	-19.5	-1.6	-14.7	10.4	-12.1	-1.0	0.7	1.2	0.4	12.4
CCc1ccc(-c2cc(C)no2)cc1S(=O)(=O)N1CCN(c2ccc(OC)cc2)CC1	-4.2	-0.8	-3.0	3.4	-3.4	-0.4	1.4	0.5	0.9	1.1	-8.1
Cc1cccc(CSc2[nH]c(=O)ncc2C)c1	-4.5	-0.4	-0.9	-2.5	0.1	-3.8	3.6	-1.5	1.2	-6.5	-3.1
CCOc1ccc(C2C(C(=O)c3ccco3)=C(O)C(=O)N2Cc2cccnc2)cc1OC (centres undefined)	12.0	-6.2	-0.5	0.8	-30.2	-8.4	3.3	1.3	-1.1	2.7	-3.6
CC(C)C(=O)N1CCC2(CC1)Oc1ccc(F)cc1C(=O)C21CC(c2ccc(Cl)cc2)=NO1 (centres undefined)	-16.0	x	-6.1	-2.6	7.5	x	3.0	-1.3	-0.5	-14.3	-2.9
COc1cccc(NC(=O)CCNC(=O)c2ccccc2Cl)c1	2.0	2.5	-3.4	-2.5	-2.1	2.3	2.5	0.2	0.7	1.9	-19.3
CCOC(=O)CN(C(=O)COc1nc(-c2ccccc2)cc(C)c1C#N)c1ccc(C)cc1	-5.2	-2.3	2.1	-1.3	-2.5	-3.5	-5.5	1.0	1.9	2.2	-2.6
O=C1CSC(=O)N1CC(O)COc1ccc(Cl)cc1 (centres undefined)	15.8	-0.8	2.6	-4.0	-10.0	x	6.5	-3.2	7.6	-33.3	9.5
O=C(Nc1ccccc1)c1cccc(=O)o1	-2.0	-2.5	9.8	-7.1	2.8	2.4	4.3	x	-0.7	-18.3	6.8
Cc1nc(C)c(-c2csc(N)n2)s1	0.5	-1.8	-1.0	2.3	-16.9	10.2	1.0	1.8	0.1	-10.4	-14.5
COc1ccc(NC(=O)CN2CCN(S(=O)(=O)N(C)C)CC2)cc1	-2.8	-2.4	0.8	-3.3	-2.6	-12.4	-1.3	1.2	-1.1	6.9	-3.1
COC(=O)c1c(C(=O)OC)c(C)n(Cc2cccnc2)c1C	-6.1	-2.1	-1.9	4.2	-23.6	-18.9	-0.7	-2.4	0.6	36.4	-9.1
COc1ccc(NC(=O)Nc2sc(NS(=O)(=O)c3ccccc3)nc2C)cc1	3.6	-0.8	-4.6	-6.0	0.0	-5.1	12.7	-0.5	-6.9	11.6	-16.8
CN(C)S(=O)(=O)c1ccc(Cl)c(NC(=O)COC(=O)CN2C(=O)NC(C)(C)C2=O)c1	2.4	-0.3	0.2	-3.5	5.3	10.0	3.9	-0.6	-0.5	-15.4	17.2
c1ccc(CCn2nnc3ccccc32)cc1	-3.3	2.8	0.6	4.5	-6.1	-14.8	0.2	-1.2	-1.2	226.2	-18.7
Cc1ccc(F)cc1NC(=O)COC(=O)COc1ccc(C#N)cc1	-1.8	-1.8	-4.5	-1.2	6.6	-2.5	-0.1	1.8	1.3	-10.5	-8.9
O=c1[nH][nH]c2cc(=O)n(-c3cccc(C(F)(F)F)c3)nc12	15.4	x	-4.9	-15.6	-2.4	12.6	-8.9	2.6	-10.8	-2.9	-2.2
COc1ccc(NC(=O)C(OC(=O)c2cnc(C)cn2)c2ccccc2)cc1Cl (centres undefined)	9.1	4.3	0.5	-12.1	-6.0	-12.5	-3.4	-0.8	0.8	4.0	-6.2
Cn1c(Cc2cccs2)nnc1SCc1nc2ccccc2[nH]1	4.3	-9.6	-2.8	-2.3	-6.3	-18.8	-6.4	-0.9	0.2	-1.7	-3.3
Cc1ccc(N(C(=O)c2csnn2)C(C(=O)NC(C)(C)C)c2cccnc2)cc1 (centres undefined)	-2.0	-4.3	1.2	-3.3	-1.2	-9.6	-2.2	0.4	-0.7	-19.8	-6.2
c1ccc(CN2CCN(c3nc(-c4ccccc4)nc(-n4ccnc4)n3)CC2)cc1	-5.6	62.7*	5.4	-18.1	-3.5	7.0	2.9	-0.7	0.6	2.9	-6.9
COc1ccc(S(=O)(=O)N2CCC(C(=O)NCc3ccncc3)CC2)cc1Cl	12.8	-2.1	0.8	-6.9	-27.2	-12.8	-6.7	2.2	0.8	-12.2	1.3
CCC(Cc1ccccc1)NC(=O)C1=C(C)C(=O)OC12CCC(C)CC2 (centres undefined)	-4.8	-1.4	-3.9	2.2	3.2	25.6	3.4	-0.6	-1.1	-2.7	-16.0
Cc1nn(Cc2ccc(C(=O)NN)cc2)c(C)c1Cl	-27.0	-4.3	-7.2	-7.0	0.5	-1.3	4.5	-0.7	-3.0	94.7	-7.1
CCNc1nc(NCC)nc(OCCOC(=O)Nc2ccccc2)n1	-2.2	0.3	-5.5	-11.9	-7.8	-34.4	-3.7	0.0	0.2	-6.4	-10.2
O=C(O)c1ccccc1C(=O)NCc1cccnc1	-1.3	-0.8	-4.4	3.2	-9.0	-24.1	-5.5	1.6	-1.4	5.0	-15.3
Cc1nn(Cc2ccccc2)c2c1C(c1ccncc1)C(C#N)=C(N)O2 (centres undefined)	0.1	x	-0.7	-0.1	1.7	-16.1	-6.1	5.6	-0.4	-4.0	1.9
Cc1nc(C(=O)O)cc2c1[nH]c1ccccc12	-13.8	x	2.4	-5.8	-10.1	-12.0	1.9	1.9	-0.8	-5.5	3.2
